Compound activity from PubChem.
RmlC RmlD mix = inhibitors of RmlC and RmlD coupled enzymes. RmlC/RmlD coupled enzyme inhibition, 384-well mixture HTS. inhibition, % at 5.5 µM. 0.39% of 110,000 active; in the data active means inhibition above about 30%, passing the limit was not always enough; inconclusive means no clear call, values can overlap the other calls; further: strong numbers were not always called active
HIV RNase H inh = blocks HIV-1 RNase H cleavage of RNA/DNA duplex; inhibition, % at 10 µM; P04585; 1.9% of 65,000 active; RT-RNase H RNA/DNA duplex cleavage, fluorescence; in the data active means inhibition above about 50%
Numbers without * were called inactive; ? = inconclusive; . = no result given.

Values in the order – HIV RNase H inh, RmlC RmlD mix
1) CC(C)[C@@]1(NC(=O)[C@@H]2C=C3c4cccc5[nH]cc(c45)C[C@H]3N(C)C2)O[C@@]2(O)[C@@H]3CCCN3C(=O)[C@H](Cc3ccccc3)N2C1=O
→ 54.7*, .
2) COc1ccc(C(=O)C2(C)N(O)C(C)C(c3cccs3)=[N+]2[O-])cc1 (centres undefined)
→ ., -2.5
3) COC(C[C@H](O)CC(=O)[C@@H](C)OCc1ccccc1)OC
→ ., 5.9
4) CCCCCn1c(CN2CCN(CCO)CC2)nc2c1c(=O)n(C)c(=O)n2C
→ -5.7, -13.4
5) CCCc1[nH][nH]c(=O)c1C(c1ccccc1)C(C#N)C#N (centres undefined)
→ -71.1, 7.4
6) O=C(NC1CC1)C1=C[C@@H](c2c[nH]c3ccccc23)C[C@@H](OCc2ccc(CO)cc2)O1
→ ., 4.0
7) CCc1nnc(NC(=O)C(C)N2C(=O)C3C4C=CC(C4)C3C2=O)s1 (centres undefined)
→ -34.2, -2.5
8) COc1ccc(CCNC(=O)C2CCCN2C(=O)Nc2cccc(C(C)=O)c2)cc1OC (centres undefined)
→ -1.9, 7.2
9) CN(C)CCCNc1ccc(-c2cc(Nc3cccc(Cl)c3)ncn2)cn1
→ ., -3.5
10) Cc1onc(-c2ccccc2)c1C(=O)Nc1sc2c(c1C(N)=O)CCC2
→ -11.2, -19.2
11) O=C(CSc1nc2ccccc2c(=O)n1Cc1ccc(C(=O)NC2CC2)cc1)NCc1ccco1
→ -20.3, 4.9
12) COc1cccc(N2[C@@H](CC(C)=O)c3ccccc3S2(=O)=O)c1
→ ., 5.2
13) N#C/C(=C\c1ccc[nH]1)C(=O)NC1CC1
→ ., 3.8
14) CCOc1cc(S(=O)(=O)NCCN2CCOCC2)c(C)cc1C
→ -12.0, -13.9
15) CC(=O)NCC(=O)N(C)C(C(=O)Nc1ccc(C(C)C)cc1)c1ccccc1 (centres undefined)
→ ., 9.2
16) C=CCNC(=O)C(C)N1C(=O)c2ccccc2C1=O (centres undefined)
→ -8.4, -13.6
17) COC(=O)c1c(C)n(-c2ccccc2)c2ccc(O)cc12
→ 1.0, 21.3
18) O=C(/C=C/c1ccccc1)N/C(=C/c1ccccc1)C(=O)Nc1ccccc1O
→ ., 5.8
19) COCCCNc1ncnc2c1cnn2-c1ccc(C)cc1C
→ -5.3, 8.3
20) COc1cc(C)c(Br)cc1S(=O)(=O)N1CCOCC1
→ -4.9, 9.5
21) Cc1noc(C)c1CSc1nc2sc3c(c2c(=O)n1C)CCCC3
→ ., -7.0
22) CCOCC(=O)Nc1ccc(S(=O)(=O)NCCc2ccccc2)cc1
→ -11.1, 10.8
23) Cc1csc(Sc2nc3c(c(=O)[nH]c(=O)n3C)n2CCCc2ccccc2)n1
→ -2.4, 4.2
24) O=C(NCCCN1CCOCC1)c1cc2cc(Cl)cc(Cl)c2oc1=O
→ 2.9, .
25) Nc1c(S(=O)(=O)c2cccs2)c2nc3ccccc3nc2n1Cc1cccs1
→ 4.4, 12.8
26) FC(F)(F)c1cccc(NC(=S)NCCc2ccccn2)c1
→ ., -0.5
27) O=C(Nc1cc(=O)[nH]c2ncnn12)c1ccccc1
→ ., 10.5
28) COc1ccccc1N1CCN(Cc2ccc(O)c3ncccc23)CC1
→ ., 6.2
29) COc1cc(C)ccc1OCCOc1ccccc1Cl
→ ., 7.4
30) O=C(CCN(CCO)Cc1ccccc1)Nc1ccc(Br)cc1
→ -11.0, -7.0
31) O=C(NCc1ccc(F)cc1)c1cnc2n(c1=O)CCS2
→ -3.0, -14.4
32) COc1cc2[nH]c(=S)n(CCN3CCCCC3C)c(=O)c2cc1OC (centres undefined)
→ -11.0, ?
33) C[C@@H](C(=O)NCc1ccc(S(C)(=O)=O)cc1)[C@H]1C[C@]1(C)[C@H](NC(=O)OCc1ccccc1)c1ccccc1
→ ., -4.4
34) O=c1c(/C=N/O)c(Nc2ccccc2)nc2ccccn12
→ -22.7, 5.2
35) Cc1ccc(S(=O)(=O)N(CC(=O)NCCC2=CCCCC2)Cc2ccccc2F)cc1
→ ., 7.7
36) CCOC(=O)Cc1csc(NC(=O)c2ccc(OC)c(OC)c2)n1
→ ., 6.1
37) CNC(=O)c1cc2cc(Cl)cc(OC)c2oc1=O
→ -9.1, -4.0
38) N#Cc1c2c(c(=S)n(-c3ccccc3)c1N)CCCC2
→ 70.1*, .
39) CCNc1nc(NC(C)C)nc(NS(=O)(=O)c2ccc(N)cc2)n1
→ ., -5.5
40) O=C(c1coc2ccc(O)c(CN3CCOCC3)c12)C1CC1
→ -2.8, 1.7
41) CCSc1nnc(NC(=O)c2cccs2)s1
→ -3.4, -2.7
42) O=C(COC(=O)C1CC(=O)N(C2CCCCC2)C1)c1ccc(F)cc1 (centres undefined)
→ -2.9, -8.2
43) CCOC(=O)C1CCCN(Cc2nc(N)nc(Nc3ccc(OC)cc3)n2)C1 (centres undefined)
→ -3.3, 6.1
44) C=CCn1c(O)c(C(C)=NCc2ccco2)c(=O)[nH]c1=O
→ ., 2.4
45) CCCS(=O)(=O)N1CCCC(C(=O)NCCCOC(C)C)C1 (centres undefined)
→ -19.9, 3.4
46) CCC(C)(C)NCC(=O)Nc1ccc(OC(F)(F)F)cc1
→ ., -9.9
47) CCNC(=O)CSc1nc2cc(OC)c(OC)cc2c(=O)n1CCC1=CCCCC1
→ 2.0, .
48) COC(=O)c1ccccc1NC(=O)CSc1nnc(C(C)NC(=O)c2ccc(Cl)cc2Cl)n1C (centres undefined)
→ ., 18.8
49) O=C(Nc1ccc(Br)cc1)C1CCCN1S(=O)(=O)c1cccs1 (centres undefined)
→ 5.1, 7.4
50) N#C/C(=C/c1ccc(Cl)cc1)NC(=O)c1ccccc1
→ ., -8.7

Rewritten in transposed form: part of the list above
32) COc1cc2[nH]c(=S)n(CCN3CCCCC3C)c(=O)c2cc1OC (centres undefined)
33) C[C@@H](C(=O)NCc1ccc(S(C)(=O)=O)cc1)[C@H]1C[C@]1(C)[C@H](NC(=O)OCc1ccccc1)c1ccccc1
34) O=c1c(/C=N/O)c(Nc2ccccc2)nc2ccccn12
compound no.	32	33	34
HIV RNase H inh	-11.0	.	-22.7
RmlC RmlD mix	?	-4.4	5.2

Later entries:
Values in the order – HIV RNase H inh, RmlC RmlD mix
51) CCOC(=O)Cn1c(=O)oc2cc(S(=O)(=O)Nc3ccc(N(CC)CC)cc3C)ccc21
→ 50.0*, 5.9
52) O=C(NCc1cccnc1)c1ccc(Cl)c(Cl)c1
→ -3.5, 5.9
53) CCOC(=O)C(=O)/C(C#N)=C/Nc1ccccc1
→ ., -8.2
54) O=C1NN(c2ccccc2)C(=O)C2C3C=CC(C4CC34)C12 (centres undefined)
→ ., -21.2
55) COc1ccc(NC(=O)CC2C(=O)N(c3cccc(OC)c3)C(=O)N2C(C)C)cc1 (centres undefined)
→ ., -10.2
56) COc1ccccc1C(=O)CSc1n[nH]c(N)n1
→ ., 4.0
57) CCOc1ccc(C2CC(c3cccc(Cl)c3)n3nc(N)nc3N2)cc1 (centres undefined)
→ 6.2, -1.8
58) CC(C)Oc1ccc(C2c3c(oc4ccccc4c3=O)C(=O)N2CCCN2CCOCC2)cc1 (centres undefined)
→ -2.1, -13.6
59) CCN(CC)c1ccc(C2N(C(=O)N3CCOCC3)CCN2S(=O)(=O)c2ccc(C)cc2)cc1 (centres undefined)
→ ., -5.4
60) CCOC(=O)C1=C(CSc2nnnn2C)N(C)C(=O)NC1c1ccccc1 (centres undefined)
→ ., 19.6
61) C=CCSc1nnc(NC(=O)CSc2nnc(C)s2)s1
→ 12.5, 7.0
62) O=C(NCC1CC1)C1CCCN(S(=O)(=O)c2ccc(-n3cnnn3)cc2)C1 (centres undefined)
→ -6.0, -9.1
63) Fc1cccc(Cl)c1-c1nnc2ccc(N3CCOCC3)nn12
→ -61.0, 6.1
64) CCSc1nnc([C@@H]2CCCN2C(=O)OC(C)(C)C)o1
→ -6.8, 6.3
65) Cc1cccc(N(CC(=O)N2CCOCC2)S(C)(=O)=O)c1
→ ., -13.7
66) COc1cc2c(cc1OC)C1=C(C#N)CN(CC(=O)O)CN1CC2
→ -1.0, .
67) CCN=C(NCC)SC1CC(=O)N(c2cccc(OC)c2)C1=O (centres undefined)
→ -9.2, 5.5
68) CCCS/C(N)=N/N=C/c1ccccc1O
→ ., 9.8
69) O=C1CN(C(=O)CCN2CCOCC2)C(c2ccccc2)c2cc(Br)ccc2N1 (centres undefined)
→ -6.0, -7.7
70) O=C(CC1NC(=O)NC1=O)Nc1ccccc1 (centres undefined)
→ ., -8.9
71) Clc1cc(NCc2cccs2)ccc1N1CCOCC1
→ 1.6, 5.2
72) CC#CCNCc1ccccc1
→ ., -16.9
73) Cc1ccc(-c2noc(-c3ccccc3C(=O)N3CCCC3)n2)cc1
→ 1.5, -10.6
74) COc1ccc(-n2c(C)nc(=O)c(-c3ccccc3)c2C)cc1
→ ., 4.6
75) CSc1nc2ccc(S(=O)(=O)N3CCOCC3)cc2s1
→ -2.9, 27.8
76) COc1ccc(CCNC(=O)C2CCN(c3nn4c(=O)cc(C)nc4s3)CC2)cc1OC
→ -10.4, -10.4
77) CC(=O)N1CCc2cc(S(=O)(=O)N3c4ccccc4CC3C)ccc21 (centres undefined)
→ ., 32.7
78) Cc1cccc(Oc2ccc(C(=O)NC3CCSC3=O)cn2)c1C (centres undefined)
→ ., -11.6
79) O=C(COc1ccc(Br)cc1CO)Nc1ccc(F)cc1
→ 17.3, 9.6
80) COc1ccc2cc(S(=O)(=O)N3CCN(C)CC3)ccc2c1
→ -2.6, -13.1

Random excerpt: 2 compounds from above, in no set order.
Values in the order – HIV RNase H inh, RmlC RmlD mix
19) COCCCNc1ncnc2c1cnn2-c1ccc(C)cc1C
→ -5.3, 8.3
65) Cc1cccc(N(CC(=O)N2CCOCC2)S(C)(=O)=O)c1
→ ., -13.7

Following part:
Values in the order – HIV RNase H inh, RmlC RmlD mix
81) O=C(NC1CCCCC1)N(Cc1ccc(F)cc1)Cc1nc2ccccc2c(=O)[nH]1
→ -7.8, 6.2
82) CCOC(=O)c1c(C)n(C)c2ccc(OC)c(NC(=O)CN3CCC4(CC3)OCCO4)c12
→ -2.1, -1.9
83) COc1cccc(-c2nc(-c3ccccc3)no2)c1
→ -16.6, 6.8
84) O=C(NCC1CCCO1)C1CCN(S(=O)(=O)Cc2ccccc2)CC1 (centres undefined)
→ -12.7, -13.2
85) O=C(c1cccc(C(=O)N2CCN(c3ccc(F)cc3)CC2)c1)N1CCN(c2ccc(F)cc2)CC1
→ 0.8, 0.4
86) CCCCN(C)CCNC(=O)Cn1c(=O)sc2ccccc21
→ 0.2, 9.7
87) Cc1cc(NC(=O)CSc2ccc3nnc(-c4ccc(F)cc4)n3n2)no1
→ 3.2, 9.1
88) Cc1c(C(=O)O)sc2ncnc(N3CCCCC3C)c12 (centres undefined)
→ -3.7, 19.9
89) CCOC(=O)Cn1c2c(c(=N)c3c1CCC3)CCC2
→ -3.0, -12.7
90) COc1ccccc1Nc1nc(N)nc(CSCCO)n1
→ -4.1, -37.0
91) CCS(=O)(=O)c1nc2ccccc2n1Cc1ccccc1Cl
→ -60.5, -11.0
92) O=C(CSc1nnc(CN2CCOCC2)n1-c1ccc(Cl)cc1)Nc1ccc2c(c1)OCO2
→ ., 2.9
93) O=C(CSCc1ccc(F)cc1)NC1CCCC1
→ -5.3, -8.8
94) COc1cccc(C2=NOC(C(=O)Nc3cccc(C(C)=O)c3)C2)c1 (centres undefined)
→ -1.9, 14.7
95) CCOC(=O)c1oc2ccccc2c1NC(=O)COc1ccc(F)cc1
→ 4.9, .
96) O=C(NCc1ccco1)c1ccc2c(c1)C(=O)N(C1CCCCC1)C2=O
→ ., -14.4
97) Cc1ccc(C(CC(=O)N2CCCC2)c2ccccc2)c(O)c1C (centres undefined)
→ 10.2, -16.1
98) COc1ccccc1OCC(=O)NCCc1nc2ccccc2[nH]1
→ -11.2, -18.8
99) Cc1cccc2cc(CN(Cc3ccc(F)cc3)C(=O)N3CCOCC3)c(=O)[nH]c12
→ ., 11.0
100) OCc1ccccc1N=c1ssnc1Cl
→ -1.5, 7.9
101) O=C(COC(=O)c1cccs1)c1ccc2ccccc2c1
→ ., -2.5
102) COc1cc(NC(=O)C2CC2)c(C(=O)O)cc1OC
→ ., -0.5
103) O=C(NCCCN1CCN(c2cccc(Cl)c2)CC1)c1cccc(N2CCCC2=O)c1
→ -0.8, 8.5
104) O=C(Nc1ccccc1)N1CCC(c2ccccc2)C1 (centres undefined)
→ -7.0, -8.8
105) CC(C)(C)C(=O)Nc1nnc(CSCc2ccccc2F)s1
→ ., 8.7
106) CCC(=O)Nc1ccc(NC(=O)CSc2nnc(C(C)C)n2C)cc1
→ -7.1, 2.8
107) CC(C)CC(NC(=O)c1ccco1)C(=O)Nc1ccc2c(c1)OCCO2 (centres undefined)
→ -3.6, -1.9
108) CC(C)CNC(=S)NNC(=O)c1csc2c1CCC(C)C2 (centres undefined)
→ ., 2.8
109) Cc1cc(C)cc(SCc2noc(C(=O)NC(C)C)c2C(=O)O)c1
→ ., -16.1
110) CC1CCc2nn(CC(=O)NC3CCCC(C)C3C)cc2C1 (centres undefined)
→ -4.7, 3.8
111) Cc1nnc(NC(=O)c2ccccc2F)s1
→ -0.7, 4.9
112) O=C(CSc1nc2ccccc2c(=O)n1Cc1ccccc1)NCc1ccco1
→ ., -8.8
113) Cc1nc(SCC(=O)c2cccc([N+](=O)[O-])c2)n[nH]1
→ ., -5.0
114) COc1cccc(Nc2cc(N3CCOCC3)c3nonc3c2[N+](=O)[O-])c1
→ ., -4.4
115) O=C(/C=C/c1ccco1)NC(=S)NNC(=O)c1ccco1
→ ., 10.7
116) O=C1CSC(c2ccccn2)N1c1cccc(Cl)c1 (centres undefined)
→ -19.0, -0.8
117) O=C(c1ccccn1)N1CCN(c2ccc(C(F)(F)F)cn2)CC1
→ -8.8, -13.2
118) COc1cccc(-n2nnc3c(=O)n(CC(=O)NC4CCCC4)cnc32)c1
→ -2.3, 11.3
119) Cc1ccccc1NC(=O)CCN1CCN(C/C=C/c2ccccc2)CC1
→ -4.5, -9.0
120) CSc1nc2ccccc2n1C(=O)NC1CCCCC1
→ 2.4, -14.6

Only part of the results is shown (hit frequency here may not be typical).
